PRMT1 FP inh: PRMT1 (human) inhibition, primary screen | recombinant PRMT1, activity-based probe fluorescence polarization | inhibition, % at 2.79 µM | actives 1.3% (n = 370,000) | AID 652257;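 active = inhibition above about 21% made by adding two undisclosed values, limit read from the data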
Target sequence (Q99873 whole entry, looked up): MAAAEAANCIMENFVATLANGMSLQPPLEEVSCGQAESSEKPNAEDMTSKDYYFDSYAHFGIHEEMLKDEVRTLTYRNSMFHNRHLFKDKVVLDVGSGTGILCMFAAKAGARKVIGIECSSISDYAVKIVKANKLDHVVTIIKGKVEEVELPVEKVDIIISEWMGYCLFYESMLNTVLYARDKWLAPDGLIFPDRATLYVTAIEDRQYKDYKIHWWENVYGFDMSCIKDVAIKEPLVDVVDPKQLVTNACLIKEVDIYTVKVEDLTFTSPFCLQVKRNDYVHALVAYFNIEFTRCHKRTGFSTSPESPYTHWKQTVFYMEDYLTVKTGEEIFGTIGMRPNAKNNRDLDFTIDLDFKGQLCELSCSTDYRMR
UHRF1 binding: UHRF1 methyl-DNA binding inhibition | UHRF1 binding to methylated oligo, TR-FRET | inhibition, % at 4.4 µM | actives 0.75% (n = 370,000); in the data active = inhibition above about 21%;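 also: UHRF1 SRA domain binding a hemimethylated CpG hairpin DNA probe; 0% = median of test compound wells and 100% = reference inhibitor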
LEDGF integ inh: blocks HIV-1 LEDGF/p75-dependent DNA integration; TR-FRET IN-LEDGF/p75 DNA integration, Eu/Cy5; inhibition, % at 3.7 µM; actives 0.64% (n = 370,000);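 active = inhibition above the screen-wide mean plus 3 SD, cut at about 13% in these data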;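 also: signal is the Cy5 over europium emission ratio at 671 and 618 nm; 0% = plate median of compound wells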
TDP2 inh: TDP2 (human) inhibition, absorbance primary screen. recombinant TDP2, T5PNP hydrolysis, p-nitrophenol absorbance 415 nm. inhibition, % at 12.8 µM. actives 0.34% (n = 370,000). AID 720702;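 active = inhibition above the mean of all tested compounds plus 3 SD, set per campaign, cut at about 25% in these data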;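 also: 0% = DMSO with enzyme and 100% = buffer with substrate but no TDP2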
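System: recombinant human TDP2 / Amount: 120 nM TDP2 per well / Also added: 5 mM T5PNP chromogenic substrate / Doses: 12.8 µM single point, 1% DMSO / Incubation: 2 h at 37 °C / Detection: p-Nitrophenol epi absorbance / Evaluation: % inhibition relative to enzyme-containing and enzyme-free wells / Repeats: singlicate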
SIAE primary: blocks human sialic acid acetylesterase; Q9HAT2; SIAE FP-Rh probe binding, fluorescence polarization; inhibition, % at 9.66 µM; actives 0.69% (n = 370,000);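 active = inhibition above a cutoff: mean of compounds within the control limits plus 3 SD of those, cut at about 17% in these data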;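 also: 0% = plate median of compound wells and 100% = probe without SIAE protein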
Target sequence (Q9HAT2 whole entry, looked up): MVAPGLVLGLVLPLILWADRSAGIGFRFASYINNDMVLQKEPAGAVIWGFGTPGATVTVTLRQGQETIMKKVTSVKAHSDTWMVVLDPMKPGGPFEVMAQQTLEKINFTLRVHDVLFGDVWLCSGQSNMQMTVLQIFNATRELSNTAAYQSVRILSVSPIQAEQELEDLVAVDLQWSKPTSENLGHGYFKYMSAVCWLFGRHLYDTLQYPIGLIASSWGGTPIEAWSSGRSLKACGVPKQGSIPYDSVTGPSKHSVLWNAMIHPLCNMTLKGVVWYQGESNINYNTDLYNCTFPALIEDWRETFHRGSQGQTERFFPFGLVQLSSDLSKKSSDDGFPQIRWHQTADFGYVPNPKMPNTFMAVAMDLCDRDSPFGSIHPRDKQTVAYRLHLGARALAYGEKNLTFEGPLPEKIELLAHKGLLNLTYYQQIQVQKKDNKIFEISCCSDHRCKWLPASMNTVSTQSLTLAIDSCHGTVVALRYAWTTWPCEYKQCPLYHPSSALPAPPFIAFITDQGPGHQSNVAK
DDE Tn6 FP inh: DD(E)-Tn6 binding inhibition, primary FP screen; P02675; Fibrin DD(E) TRITC-Tn6 fluorescence polarization displacement; inhibition, % at 8.3 µM; actives 0.21% (n = 370,000); AID 720509;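 active = inhibition above a per-campaign cutoff: mean of compounds within control limits plus 3 SD, cut at about 15% in these data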;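 also: 0% = median of all compound wells on the plate and 100% = blocking peptide control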
MBD2 inh: blocks human MBD2 binding to methylated DNA; AID 686964; TR-FRET, MBD2 binding to methylated oligonucleotide; inhibition, % at 4.4 µM; actives 0.31% (n = 370,000); in the data active = inhibition above about 13%
DDE Tn7 FP inh: disrupts Tn7 cyclic peptide binding to fibrin D-Dimer-E complex | P02675 | FP displacement of FITC-Tn7 peptide from fibrin DD(E); 0% = median of compound wells per plate | inhibition, % at 8.3 µM | actives 0.13% (n = 370,000);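 active = inhibition above the mean of compounds falling within the control limits plus 3 SD of them, cut at about 14% in these data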;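 also: 0% = plate median of compound wells and 100% = 10 µM Aha-Tn7 peptide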
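Assay system: Human fibrin DD(E) protein | Medium: Tris buffer with calcium and detergent, pH 7.8 | Reagent: 0.1 µM fluorescent Tn7 | Compound dosing: Single point at 8.3 µM | Times: 10 min preincubation, 3 h with tracer, room temperature | Detection: Fluorescence polarization of the labelled Tn7 tracer | Controls: Aha-Tn7 high control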
KLK7 zymogen act: activators of human kallikrein-7 zymogen | purified proKLK7, EDANS-DABCYL substrate fluorescence; 100% is mature enzyme control, 0% vehicle | activation, % at 7 µM | actives 0.9% (n = 370,000);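 active = activation above the mean of all tested compounds plus 3 SD, computed per campaign excluding outliers beyond control limits, cut at about 13% in these data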
TCR-CD3 inh: blocks the human TCR-CD3 interaction; inhibition, % at 9.4 µM; TAMRA-labeled TCR probe fluorescence, biochemical; actives 0.37% (n = 360,000); in the data active = inhibition above about 19%;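 also: recombinant mutant TCR 2C K166C tagged with TAMRA read by polarization; 0% = receptor in buffer alone and 100% = receptor with positive control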
Starred values were filed as active, the others as inactive.

How did COc1nc(C)c2cc(C)oc2n1 do in these assays?
PRMT1 FP inh: 4; UHRF1 binding: 0; LEDGF integ inh: 0; TDP2 inh: 5; SIAE primary: -10; DDE Tn6 FP inh: 0; MBD2 inh: -2; DDE Tn7 FP inh: 1; KLK7 zymogen act: -0.1; TCR-CD3 inh: 0

What do the screens show for `COc1ccccc1-n1nnnc1SCC(=O)Nc1oc(C)c2c(C)n[nH]c(=O)c12`?
PRMT1 FP inh: 0; UHRF1 binding: -1; LEDGF integ inh: 0; TDP2 inh: 13; SIAE primary: 8; DDE Tn6 FP inh: -2; MBD2 inh: -4; DDE Tn7 FP inh: -2; KLK7 zymogen act: 0.2; TCR-CD3 inh: 7

What do the screens show for `NC(=O)c1nsc(C(=O)N(Cc2ccc(F)cc2)C(C(=O)NCC2CCCO2)c2ccc(F)cc2)c1N` (stereo unspecified)?
PRMT1 FP inh: -3; UHRF1 binding: 3; LEDGF integ inh: 2; TDP2 inh: -12; SIAE primary: -3; DDE Tn6 FP inh: -5; MBD2 inh: -6; DDE Tn7 FP inh: -5; KLK7 zymogen act: 1.4; TCR-CD3 inh: 1

Results for Cc1nnc(CN(C)C(=O)c2cc(COc3ccc(F)cc3Cl)on2)o1 ?
PRMT1 FP inh: 0; UHRF1 binding: 0; LEDGF integ inh: -1; TDP2 inh: 6; SIAE primary: -7; DDE Tn6 FP inh: -4; MBD2 inh: -1; DDE Tn7 FP inh: -2; KLK7 zymogen act: -0.5; TCR-CD3 inh: 1

How did COc1cc(OC)cc(-c2c(-c3cccs3)c3cc(-c4ccn[nH]4)ccc3n2C)c1 do in these assays?
PRMT1 FP inh: 2; UHRF1 binding: -2; LEDGF integ inh: 4; TDP2 inh: 2; SIAE primary: -1; DDE Tn6 FP inh: 0; MBD2 inh: 0; DDE Tn7 FP inh: -10; KLK7 zymogen act: -3.7; TCR-CD3 inh: 4

How did CC(C)c1ccc(NC(=O)CN2C(=O)NC(Cc3c[nH]c4ccccc34)C2=O)cc1 (stereo unspecified) do in these assays?
PRMT1 FP inh: 0; UHRF1 binding: 1; LEDGF integ inh: 2; TDP2 inh: -2; SIAE primary: -3; DDE Tn6 FP inh: -7; MBD2 inh: 1; DDE Tn7 FP inh: 2; KLK7 zymogen act: 0.3; TCR-CD3 inh: -4

What do the screens show for `O=C(Oc1ccc(C(=S)N2CCOCC2)cc1)c1ccc(Br)cc1`?
PRMT1 FP inh: 0; UHRF1 binding: 0; LEDGF integ inh: 0; TDP2 inh: 10; SIAE primary: 4; DDE Tn6 FP inh: 3; MBD2 inh: 0; DDE Tn7 FP inh: 0; KLK7 zymogen act: 0.2; TCR-CD3 inh: 3

Results for CN(C)c1nc(N/N=C/c2c[nH]c3ccccc23)nc(N2CCOCC2)n1 ?
PRMT1 FP inh: 1; UHRF1 binding: -1; LEDGF integ inh: 0; TDP2 inh: 1; SIAE primary: -3; DDE Tn6 FP inh: -2; MBD2 inh: 5; DDE Tn7 FP inh: -10; KLK7 zymogen act: -0.2; TCR-CD3 inh: 8

How did CCN(CC)C(=O)COc1ccc(/C(C)=N/Nc2ncc(Cl)cc2Cl)cc1 do in these assays?
PRMT1 FP inh: 0; UHRF1 binding: -4; LEDGF integ inh: -1; TDP2 inh: -7; SIAE primary: 6; DDE Tn6 FP inh: 3; MBD2 inh: 0; DDE Tn7 FP inh: -3; KLK7 zymogen act: 0.5; TCR-CD3 inh: 5

How did Cn1cnc2c(ncn2C2OC(CO)C(O)C2O)c1=S (stereo unspecified) do in these assays?
PRMT1 FP inh: 5; UHRF1 binding: 3; LEDGF integ inh: 0; TDP2 inh: 5; SIAE primary: -1; DDE Tn6 FP inh: -2; MBD2 inh: -2; DDE Tn7 FP inh: 4; KLK7 zymogen act: -0.1; TCR-CD3 inh: -1

What do the screens show for `O=c1[nH]cc(O)c(=O)[nH]1`?
PRMT1 FP inh: -5; UHRF1 binding: -3; LEDGF integ inh: 3; TDP2 inh: -3; SIAE primary: 8; DDE Tn6 FP inh: 3; MBD2 inh: -3; DDE Tn7 FP inh: -3; KLK7 zymogen act: -0.5; TCR-CD3 inh: 6

What do the screens show for `Cc1ccc(C(=O)NN2C(=O)/C(=C/c3cccn3C)SC2=S)cc1`?
PRMT1 FP inh: -16; UHRF1 binding: -7; LEDGF integ inh: 1; TDP2 inh: 1; SIAE primary: -3; DDE Tn6 FP inh: -3; MBD2 inh: -5; DDE Tn7 FP inh: -5; KLK7 zymogen act: 0.3; TCR-CD3 inh: -4

How did Cc1ccc(CNC(=O)CCC(=O)Nc2nnc(C)s2)cc1 do in these assays?
PRMT1 FP inh: -2; UHRF1 binding: 0; LEDGF integ inh: -2; TDP2 inh: 0; SIAE primary: 3; DDE Tn6 FP inh: -1; MBD2 inh: -8; DDE Tn7 FP inh: -5; KLK7 zymogen act: -0.1; TCR-CD3 inh: 6

What do the screens show for `CCCCC[C@H](C)N1C[C@@H](COCc2ccccc2)Oc2cc(N3CC[C@@H](O)C3)ccc2S1(=O)=O`?
PRMT1 FP inh: 2; UHRF1 binding: 1; LEDGF integ inh: -3; TDP2 inh: -9; SIAE primary: 0; DDE Tn6 FP inh: -3; MBD2 inh: 3; DDE Tn7 FP inh: 2; KLK7 zymogen act: 0.2; TCR-CD3 inh: 3

What do the screens show for `Cc1ccc(S(=O)(=O)N2CCN(S(=O)(=O)c3ccc(C)cc3)C3OCCOC32)cc1` (stereo unspecified)?
PRMT1 FP inh: 2; UHRF1 binding: 0; LEDGF integ inh: 2; TDP2 inh: -7; SIAE primary: 3; DDE Tn6 FP inh: 4; MBD2 inh: -3; DDE Tn7 FP inh: -2; KLK7 zymogen act: 0.1; TCR-CD3 inh: -7

Results for COc1cc(OC)c(C(=O)NNC(=O)c2ccccc2-n2cccc2)cc1OC ?
PRMT1 FP inh: -1; UHRF1 binding: -2; LEDGF integ inh: 3; TDP2 inh: -4; SIAE primary: 0; DDE Tn6 FP inh: 0; MBD2 inh: 1; DDE Tn7 FP inh: -1; KLK7 zymogen act: 0.9; TCR-CD3 inh: -7

Results for CCOC(=O)c1c(C)[nH]c(C)c1C(=O)COC(=O)CSc1ccc(C)cc1 ?
PRMT1 FP inh: 2; UHRF1 binding: -2; LEDGF integ inh: 3; TDP2 inh: 0; SIAE primary: 0; DDE Tn6 FP inh: -6; MBD2 inh: 0; DDE Tn7 FP inh: -1; KLK7 zymogen act: 0.1; TCR-CD3 inh: -3

What do the screens show for `O=C(CSc1nnc(CN2CCCCCC2=O)n1-c1ccccn1)NCC(F)(F)F`?
PRMT1 FP inh: -2; UHRF1 binding: -3; LEDGF integ inh: 0; TDP2 inh: 7; SIAE primary: 4; DDE Tn6 FP inh: 1; MBD2 inh: 1; DDE Tn7 FP inh: 0; KLK7 zymogen act: 0.2; TCR-CD3 inh: -4

Results for COc1ccc(C(=O)NN=C2CCCC2)cc1OC ?
PRMT1 FP inh: 3; UHRF1 binding: -1; LEDGF integ inh: -1; TDP2 inh: -6; SIAE primary: 3; DDE Tn6 FP inh: 0; MBD2 inh: 3; DDE Tn7 FP inh: -7; KLK7 zymogen act: 0.2; TCR-CD3 inh: 9

Results for COCCNC(=O)CSc1nc(-c2ccccc2)cs1 ?
PRMT1 FP inh: 3; UHRF1 binding: 1; LEDGF integ inh: 0; TDP2 inh: 0; SIAE primary: -5; DDE Tn6 FP inh: -3; MBD2 inh: -6; DDE Tn7 FP inh: -1; KLK7 zymogen act: 0.0; TCR-CD3 inh: -1

Reprinted from the part before: 3 compounds, then new ones.
What do the screens show for `O=C(CSc1nnc(CN2CCCCCC2=O)n1-c1ccccn1)NCC(F)(F)F`?
PRMT1 FP inh: -2; UHRF1 binding: -3; LEDGF integ inh: 0; TDP2 inh: 7; SIAE primary: 4; DDE Tn6 FP inh: 1; MBD2 inh: 1; DDE Tn7 FP inh: 0; KLK7 zymogen act: 0.2; TCR-CD3 inh: -4

Results for COc1ccc(C(=O)NN=C2CCCC2)cc1OC ?
PRMT1 FP inh: 3; UHRF1 binding: -1; LEDGF integ inh: -1; TDP2 inh: -6; SIAE primary: 3; DDE Tn6 FP inh: 0; MBD2 inh: 3; DDE Tn7 FP inh: -7; KLK7 zymogen act: 0.2; TCR-CD3 inh: 9

Results for COCCNC(=O)CSc1nc(-c2ccccc2)cs1 ?
PRMT1 FP inh: 3; UHRF1 binding: 1; LEDGF integ inh: 0; TDP2 inh: 0; SIAE primary: -5; DDE Tn6 FP inh: -3; MBD2 inh: -6; DDE Tn7 FP inh: -1; KLK7 zymogen act: 0.0; TCR-CD3 inh: -1

How did CCCCN(Cc1nc2ccccc2c(=O)[nH]1)C(=O)COc1ccc(F)cc1Cl do in these assays?
PRMT1 FP inh: 2; UHRF1 binding: 2; LEDGF integ inh: -6; TDP2 inh: 6; SIAE primary: -1; DDE Tn6 FP inh: -1; MBD2 inh: -1; DDE Tn7 FP inh: 0; KLK7 zymogen act: -0.7; TCR-CD3 inh: 2

How did CC(=O)Nc1ccc(S(=O)(=O)N[C@@H](C)C(=O)NC2CCCc3ccccc32)cc1 (stereo partly specified) do in these assays?
PRMT1 FP inh: 0; UHRF1 binding: -3; LEDGF integ inh: 0; TDP2 inh: 4; SIAE primary: -6; DDE Tn6 FP inh: 0; MBD2 inh: 2; DDE Tn7 FP inh: 9; KLK7 zymogen act: 0.0; TCR-CD3 inh: -2

Results for CC(C(=O)Nc1ccc(F)c(F)c1F)N(C)CC(=O)Nc1ccccc1Br (stereo unspecified) ?
PRMT1 FP inh: 0; UHRF1 binding: 0; LEDGF integ inh: 1; TDP2 inh: -15; SIAE primary: -3; DDE Tn6 FP inh: -11; MBD2 inh: 0; DDE Tn7 FP inh: -1; KLK7 zymogen act: 0.0; TCR-CD3 inh: 4

How did CCOc1ccc(N(CC(=O)NCc2ccco2)S(=O)(=O)c2ccc(OC)c(OC)c2)cc1 do in these assays?
PRMT1 FP inh: -1; UHRF1 binding: -2; LEDGF integ inh: 0; TDP2 inh: 7; SIAE primary: 6; DDE Tn6 FP inh: -6; MBD2 inh: 2; DDE Tn7 FP inh: 4; KLK7 zymogen act: 0.2; TCR-CD3 inh: 2

How did COc1ccc(NC(=O)Nc2ccc3c(c2)C(=O)N([C@H](C)CO)C[C@H](C)[C@@H](CN(C)C(=O)Nc2ccc4c(c2)OCO4)O3)cc1 do in these assays?
PRMT1 FP inh: 4; UHRF1 binding: 2; LEDGF integ inh: -2; TDP2 inh: -18; SIAE primary: 3; DDE Tn6 FP inh: -6; MBD2 inh: -5; DDE Tn7 FP inh: -3; KLK7 zymogen act: 0.0; TCR-CD3 inh: -5
